FXIa inh: human FXIa protease inhibitors, primary screen, biochemical, 1536-well. purified FXIa, Boc-Glu-Ala-Arg-AMC fluorogenic substrate. actives 0.14% (n = 220,000). inhibition, % at 5 µM. Coagulation factor XI (Homo sapiens), P03951;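 active = inhibition of at least 40%; inactive = inhibition below 40%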;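 note: fluorescence of freed AMC excited at 355 nm; 0% = enzyme without compound and 100% = no enzyme blank; many of its hits are not listed in these tables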
Rad51 HR inh: human RAD51 strand exchange inhibitors, primary screen, biochemical, fluorescence. DNA repair protein RAD51 homolog 1 (Homo sapiens), Q06609. hRad51 DNA strand exchange, fluorescence dequenching. inhibition, % at 10 µM. actives 0.085% (n = 200,000);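 active = inhibition above 40% at the single screening dose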;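 note: 0% = DMSO control wells and 100% = blanks with heterologous ssDNA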
Target sequence (Q06609 whole entry, looked up): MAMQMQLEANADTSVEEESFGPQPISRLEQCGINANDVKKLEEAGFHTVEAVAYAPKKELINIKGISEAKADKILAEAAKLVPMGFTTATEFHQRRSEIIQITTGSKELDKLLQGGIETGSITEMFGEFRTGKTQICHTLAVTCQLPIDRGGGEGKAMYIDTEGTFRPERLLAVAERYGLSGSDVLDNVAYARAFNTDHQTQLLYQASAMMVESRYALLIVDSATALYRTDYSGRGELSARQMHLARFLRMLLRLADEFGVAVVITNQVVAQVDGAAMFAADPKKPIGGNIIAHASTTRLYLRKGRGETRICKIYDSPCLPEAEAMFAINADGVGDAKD
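Assay system: Human Rad51 nucleoprotein filaments preassembled on unlabelled ssDNA | Reagent: Donor/quencher-labelled 47-bp dsDNA substrate | Doses: One concentration, 10 µM final | Times: 37 °C 15-min filament assembly, 30-min compound preincubation, 15-min exchange | Technique: Fluorescein emission 520 nm, excitation 485 nm | Benchmarks: Plate control and blank wells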
TNF necrop inh: inhibitors of TNF-alpha triggered necroptosis, primary screen, cell-based, Jurkat FADD-/-, single concentration; Jurkat FADD-/- TNF necroptosis rescue, ATP luminescence, 24 h; 0 = TNF only, 100 = no-TNF cells; actives 0.068% (n = 220,000); AID 463075, 2010; activation (protection from cell death), % at 10 µM;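 active = activation, meaning protection from cell death, of at least 50% relative to plate controls; inactive = activation below 50%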;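 note: necroptosis triggered by 40 ng/mL TNF-alpha added together with compound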
FXIIa inh 1536: human FXIIa protease inhibitors, primary screen, biochemical, 1536-well | inhibition, % at 5 µM | Coagulation factor XII (Homo sapiens), P00748 | purified FXIIa, Boc-QGR-AMC fluorogenic substrate, 2 h | actives 0.3% (n = 220,000); in the data active = inhibition above about 40%;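 note: 0% = enzyme with no compound and 100% = blank without enzyme; many of its hits are not listed in these tables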
Thrombin inh: human alpha-thrombin inhibitors, primary screen, counter-screen for coagulation protease inhibitor project, biochemical, 1536-well, fluorogenic AMC substrate; Boc-VPR-AMC fluorogenic substrate cleavage; actives 0.26% (n = 220,000); AID 1046, 2008; inhibition, % at 5 µM; Prothrombin (Homo sapiens), P00734;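 active = inhibition at or above 40%; inactive = inhibition below 40%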;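 note: 0% = enzyme with no compound and 100% = wells without enzyme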
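Test system: human alpha-thrombin protein / Dosing: one concentration per compound, 5 µM, with 0.2% DMSO / Medium: pH 7.5 Tris-saline with Tween 20 / Benchmarks: no-compound enzyme wells and no-enzyme blanks / Read-out basis: percent inhibition of thrombin substrate cleavage / Timing: reaction at room temperature / Measured by: fluorescence, ex 355 nm, em 460 nm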
KLK5 inh: human KLK5 protease inhibitors, primary screen, biochemical, 1536-well. actives 0.59% (n = 210,000). recombinant hK5, fluorogenic AMC substrate cleavage. inhibition, % at 5 µM. Kallikrein-5 (Homo sapiens), Q9Y337;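 active = inhibition of 40% or more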;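 note: 0% = enzyme controls without compound and 100% = no-enzyme blanks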
Hck Nef HTS: inhibitors of Nef-activated human Hck kinase, primary screen, biochemical, Z-Lyte FRET, 384-well, Hck-YEEI; Tyrosine-protein kinase HCK (Homo sapiens), P08631; Recombinant Hck-YEEI plus Nef, Z-Lyte FRET kinase assay; inhibition, % at 20 µM; actives 0.68% (n = 220,000);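 active = Hck-Nef kinase inhibition above about 50%, limit read from the data; inactive = inhibition below that limit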;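 note: 0% = DMSO with Hck plus Nef and 100% = Hck alone without Nef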
Target sequence (P08631 whole entry, looked up): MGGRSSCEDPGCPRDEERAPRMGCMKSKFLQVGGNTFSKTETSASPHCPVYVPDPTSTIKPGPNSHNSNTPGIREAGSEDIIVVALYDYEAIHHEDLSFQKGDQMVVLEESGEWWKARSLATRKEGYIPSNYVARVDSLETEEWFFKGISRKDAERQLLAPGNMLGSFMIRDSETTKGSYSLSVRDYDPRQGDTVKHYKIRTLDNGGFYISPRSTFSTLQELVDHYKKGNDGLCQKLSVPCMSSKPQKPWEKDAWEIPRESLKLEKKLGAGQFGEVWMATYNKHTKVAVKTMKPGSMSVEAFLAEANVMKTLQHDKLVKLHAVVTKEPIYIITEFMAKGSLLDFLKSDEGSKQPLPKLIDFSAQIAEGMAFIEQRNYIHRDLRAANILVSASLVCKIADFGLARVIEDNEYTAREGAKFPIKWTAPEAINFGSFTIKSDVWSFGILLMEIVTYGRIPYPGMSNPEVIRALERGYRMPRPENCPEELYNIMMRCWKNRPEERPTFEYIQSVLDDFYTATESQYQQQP
KCC2 mod: KCC2 cotransporter modulators, thallium flux, primary screen, cell-based, HEK293 KCC2, FluoZin-2 fluorescence, MLSMR | B-score of Tl+ flux slope (higher = more flux/activation; lower = inhibition) at 10 µM | actives 2.2% (n = 190,000) | Solute carrier family 12 member 5 (Homo sapiens), Q9H2X9 | KCC2 cells, thallium flux FluoZin-2 fluorescence;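 active = thallium flux slope and its plate-corrected score both differing from the plate sample mean at a set confidence after two filtering rounds, in either direction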;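 note: slope of fluorescence scaled to starting intensity during 10 to 20 s after thallium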
L929 necroptosis: inhibitors of zVAD-triggered necroptosis, primary screen, L929 cells; L929 zVAD necroptosis rescue, ATP luminescence, 24 h; with zVAD 60 µM; viability rescue, % at 10 µM; actives 0.38% (n = 220,000);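 active = activation, scaled between plate controls, above about 75%, limit read from the data; inactive = activation under that limit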;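 note: 0% = zVAD with DMSO and 100% = DMSO alone without zVAD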
An asterisk follows results filed as active; . = no result given; & = joins results of further samples.

SMILES	FXIa inh	Rad51 HR inh	TNF necrop inh	FXIIa inh 1536	Thrombin inh	KLK5 inh	Hck Nef HTS	KCC2 mod	L929 necroptosis
O=C1CS/C(=C\[N+](=O)[O-])N1c1ccccc1	-4	1	-3.7	-1	-3	6	1	-0.14	0.1
Cc1ccc(NC(=O)Cc2c[nH]c3ccccc23)cc1S(=O)(=O)N1CCCCCC1	8	3	2.4	9	-3	-20	8	-0.79	2.2
CC1CCN(c2ccccc2N)CC1	4	-8	3.2	-5	-7	-12	2	1.1	0.2
COc1ccc(CCNC(=O)c2cc(C(=O)c3cc(C)ccc3O)cn(CCc3ccc(OC)cc3)c2=O)cc1	4	-4	-1.6	4	-6	-17	6	-0.26	1.0
O=C(c1ccc(S(=O)(=O)N2CCOCC2)cc1)N(Cc1ccco1)Cc1cccs1	-4	-9	0.7	-6	-4	2	0	.	-0.7
CCN(CC)C(=O)C1CCCN(C/C=C/c2ccccc2)C1 (stereo not drawn)	-6	-2	-0.4	1	-3	-3	1	-2.5	-1.2
O=c1[nH]c(CN2CCN(S(=O)(=O)/C=C/c3ccccc3)CC2)nc2cc(Cl)ccc12	-3	14	-11	2	-6	-7	1	.	0.1
COc1cccc(CNC(=O)CCCNS(=O)(=O)c2cccs2)c1	0	-4	-0.6	-2	2	3	0	.	1.1
Cc1c(NC(=O)CSc2ccccc2F)c(=O)n(-c2ccccc2)n1C	0	-6	-3.2	9	-2	0	-23	-0.084	1.1
O=C(NCC1CCCO1)c1ccc2c(=O)n(CCc3ccccc3)c(=O)[nH]c2c1 (stereo not drawn)	1	2	-0.8	14	0	4	1	-0.45	4.5
CC(C)(C)NC(=S)NC(=O)C12CCC3CC(CC(C3)C1)C2	1	.	-0.5	11	4	.	5	0.34	1.3
NS(=O)(=O)c1ccc(NC(=O)Nc2ccc(C(F)(F)F)cc2)cc1	-3	-2	11	-2	-12	-4	9	0.92	23
CCOc1cccc2c1OC1(C)CC2NC(=O)N1c1cccc(Cl)c1 (stereo not drawn)	0	4	-0.4	12	0	16	2	.	-0.8
Cc1ccc2nc(C)c3c(c2c1)N(c1ccc(F)cc1)CC3	-3	4	-1.1	-1	-7	-3	9	-0.56	-1.0
O=C(CN1N=C(c2ccccc2)CCC1=O)NCc1ccccc1	-10	11	0.6	0	0	-16	-8	-2	2.9
CC(=O)/C(N=Nc1c(C)n(C)n(-c2ccccc2)c1=O)=C(\C)O	1	-5	-0.3	4	2	0	18	0.44	-1.1
O=C(NCCN1CCN(C(=O)c2cc3ccccc3oc2=O)CC1)c1cc2ccccc2oc1=O	3	5	-6.1	13	2	-14	1	-0.94	-0.2
Clc1ccc(OCCN2CCCCC2)c(Cl)c1	-5	8	1.2	7	-3	0	-1	1.8	-0.4
CCNS(=O)(=O)c1ccc(Br)c(OC)c1	2	-6	2.6	19	2	-12	2	.	0.8
CCN1CCN(C(c2cccs2)C(C)NC(=O)CC(C)C)CC1 (stereo not drawn)	-1	-7	0.2	18	-6	-10	6	1.6	0.2
Cc1cc(NC(=O)CN2CCCC2c2nc3ccccc3s2)no1 (stereo not drawn)	-6	-4	1.2	-5	-8	-5	-1	-0.0077	0.4
CC(C)CCNC(=O)CN(Cc1cccs1)C(=O)CCC(=O)Nc1nccs1	-6	1	-1.4	4	-4	-32	0	.	0.0
CC1Cc2ccccc2N1C(=O)CSc1nc(N)cc(=O)[nH]1 (stereo not drawn)	0	-4	-0.1	0	-10	12	2	0.089	-1.1
O=c1c2c(-c3ccccc3)csc2ncn1/N=C/c1ccc(O)c([N+](=O)[O-])c1	7	.	-2.6	14	6	.	-2	-2.6	-0.5
O=C(Nc1ccc(CN2CCOCC2)cc1)c1cccc(F)c1	2	5	0.1	7	3	-10	6	.	0.3
CCOCCCNC(=O)C1CCN(S(=O)(=O)c2ccc(C)cc2)CC1	5	-8	0.9	11	1	-9	-8	-0.035	-0.2
CCOc1cc(/C=N/NC(=O)c2cc(C3CC3)[nH]n2)ccc1O	-3	-19	8.9	3	3	-7	33	-1.4	91*
CCOc1cc(-c2noc(-c3ccncc3)n2)cc(Br)c1OC	4	-4	0.0	9	-6	15	1	0.12	0.4
C=CCn1c(SCC(=O)N2CCOCC2)nc2scc(-c3ccco3)c2c1=O	6	1	1.8	10	0	-32	7	-1.2	2.4
N#CC(=C=[N-])c1nc2ccccc2nc1-[n+]1cccc(NC(=O)c2ccccc2)c1	9	-8&5	-5.4&-2.3	20	21	6	-24&7	0.3&1.2	-0.8&1.0
CCCCOCCCNC(=O)/C=C/c1ccccc1Cl	.	-6	-2.7	.	.	.	-1	.	0.3
CCOC(=O)c1[nH]nc(-c2cc(CC)c(O)cc2O)c1-c1cscn1	-5	9	3.6	13	-7	1	2	1.3	-0.6
COC(=O)C1CSC(C(=O)OC)N1C(=O)Nc1ccc(Cl)cc1 (stereo not drawn)	5	0	-0.8	8	4	7	0	.	-0.2
CCOC(=O)c1c(N=CN(C)C)c(C#N)c2n1CCCC2	4	-3	-1.5	7	2	-4	-11	-0.83	-0.8
Cc1ccc(Oc2ccccc2/C=C2\SC(=O)N(C)C2=O)cc1	16	-11	52*	23	21	51*	1	.	0.5
Cc1c(NC(=O)C2(C)CCCCC2)c(=O)n(-c2ccccc2)n1C	1	4	0.9	17	4	-9	-2	0.31	1.0
COC(OC)C12c3ccccc3C(c3ccccc31)C1C(=O)N(c3cccnc3)C(=O)C12 (stereo not drawn)	1	7	-0.9	6	4	1	18	-1.2	2.8
CCOC(=O)c1c(C)cc(C)n2c1nc1ccccc12	0	-2	-0.7	9	3	-16	3	0.27	0.3
COc1ccc(S(=O)(=O)Nc2ccc3c(c2)COC3=O)cc1OC	3	0	1.0	12	-3	1	3	0.39	0.2
Cc1ccc(N2C(=O)CC(Cn3nc(C)cc3C)C2=O)cc1 (stereo not drawn)	4	.	-0.4	21	3	-10	1	.	1.0
CCN(CC)C(=O)Cn1c(=O)oc2ccccc21	1	-3	-0.1	9	1	1	13	-0.081	0.1
O=C(NCCc1csc(-c2cccnc2)n1)c1cccs1	-5	.	1.5	-1	-1	1	-2	0.33	1.2
C/C(=N\NC(=O)c1ccc(Br)cc1)c1cccc(NC(=O)c2cccnc2)c1	-2	19	0.9	2	1	-9	18	-0.94	0.9
Cc1ccc(C)c(C(=O)CSc2n[nH]c(C(C)C)n2)c1	1	-4	-0.1	-1	1	-2	0	.	2.3
CCOC(=O)C1=C(C)Nc2nnnn2C1c1cccc(OC)c1OC (stereo not drawn)	-7	-3	-6.0	-1	-3	3	0	-0.37	-0.3
Cc1ccccc1/C=C1\SC(=S)N(/N=C/c2cc([N+](=O)[O-])ccc2O)C1=O	2	-3	-0.3	13	56*	5	26	.	6.6
CCOC(=O)N1CCC(N2CCN(Cc3ccccc3)C(CCO)C2)CC1 (stereo not drawn)	-2	7	-0.4	7	-4	-1	17	0.14	-1.2
COc1ccc(C2CC(c3ccco3)n3ncnc3N2)cc1 (stereo not drawn)	-7	-5	-0.7	5	1	-8	17	0.96	0.3
c1cc(Nc2ncnc3sccc23)cc(-c2nnc3n2CCCCC3)c1	8	-3	-2.7	12	0	2	0	.	3.8
Cc1cnc(C(=O)Nc2cc(S(=O)(=O)N3CCOCC3)ccc2N2CCN(C)CC2)cn1	10	7	1.4	13	-1	-2	3	0.4	-0.5
NC(=O)/C(=C/c1ccco1)NC(=O)/C=C/c1ccccc1	0	-3	-2.9	3	-1	-17	0	0.5	-0.5
O=C(CSc1nnc2ccc(-c3ccncc3)nn12)N1CCCCC1	-1	-16	0.6	3	-4	0	19	1.7	-0.5
O=C(NCc1ccccc1)c1cccc(COc2ccc(Cl)cc2)c1	1	-11	2.4	8	5	18	1	-0.13	0.0
Cc1cc(NC(=O)CN2C(=O)NC3(CCCCC3)C2=O)no1	9	.	1.9	9	-4	-21	0	0.79	1.2
Cc1ccc(NC(=S)N(CCCN2CCOCC2)Cc2ccccn2)cc1	7	-4	1.2	8	0	-22	3	-0.76	-0.3
COc1ccc(S(=O)(=O)N2CCOC2CNC(=O)C(=O)NCc2ccco2)cc1OC (stereo not drawn)	0	.	1.6	3	5	0	14	0.94	1.0
CCCCOc1ccc(CSc2nncn2N)cc1	1	.	-0.7	13	-4	5	0	.	-0.6

From PubChem BioAssay

Only part of the results is shown (hit frequency here may not be typical).
